# D2 ag: activates the human D2 dopamine receptor | P14416 | AID 485358 | 0.53% of 340,000 active | activation, % at 2 µM | HEK293 T-REx D2 cells, calcium flux agonist mode;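 active = activation over 3 SD above normal in the single-dose calcium agonist read, cut at about 30% in these data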; also: 0% is about no effect
# Target sequence (P14416 whole entry, looked up): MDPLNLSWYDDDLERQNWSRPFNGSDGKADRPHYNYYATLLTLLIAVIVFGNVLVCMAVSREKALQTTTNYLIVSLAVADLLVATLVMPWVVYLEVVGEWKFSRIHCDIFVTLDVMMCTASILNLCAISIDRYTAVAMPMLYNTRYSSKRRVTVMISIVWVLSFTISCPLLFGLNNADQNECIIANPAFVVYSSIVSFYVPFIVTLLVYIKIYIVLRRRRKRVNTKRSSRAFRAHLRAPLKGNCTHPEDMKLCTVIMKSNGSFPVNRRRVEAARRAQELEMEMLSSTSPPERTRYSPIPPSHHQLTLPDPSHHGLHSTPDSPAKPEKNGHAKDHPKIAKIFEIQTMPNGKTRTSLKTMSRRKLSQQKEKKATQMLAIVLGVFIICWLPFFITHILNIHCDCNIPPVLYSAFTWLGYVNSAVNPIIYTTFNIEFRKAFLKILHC
#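 Tetracycline-induced HEK293 T-REx cells with force-coupled D2 receptor, plated overnight at 30 C, loaded with no-wash calcium dye. After a 10 s baseline, compound was pin-added and calcium flux read kinetically for 180 s; calcium rises flagged agonists.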
# D2 PAM: D2 dopamine receptor (human) potentiation | potentiation, % at 10 µM | 0.34% of 340,000 active | HEK293 T-REx D2, calcium flux, EC20 dopamine potentiation;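 active = potentiation over 3 SD above the plate norm, cut at about 30% in these data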; also: 0% is about no effect
#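 Tetracycline-induced Hek293 Trex D2 cells, force-coupled to calcium, loaded with no-wash calcium dye. Compound added with 180 s kinetic read for agonism, then EC20 dopamine and a further 180 s read for potentiation.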
# D1 agonist: agonists of human D1 dopamine receptor | P21728 | HEK293 T-REx D1 cells, calcium flux, agonist mode | activation, % at 2 µM | 1% of 360,000 active; also: 0% is about no effect
#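 Agonism was scored from calcium flux recorded over 180 s (1 read/s) after pintool compound addition, following a 10-cycle baseline. Cells were inducible force-coupled HEK293 TREx D1, plated overnight at 30 C and loaded with no-wash calcium dye.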
# D1 antag: blocks dopamine activation of the human D1 receptor. P21728. HEK293 TREx D1 cells, calcium flux, dopamine EC80; active compounds read low. activity change, negative = inhibition, % at 10 µM. 3.2% of 360,000 active. AID 504652; in the data active = activity change below about -30%; also: % is scaled to controls: 0 for no effect and ±100 for the full control effect
#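 Antagonism measured as reduced calcium response to an EC80 dopamine addition following 180 s compound pre-read; cells were inducible HEK293 Trex D1 plated overnight at 30 C, read kinetically at 1 cycle/sec.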
# TRHR agonist: agonists of human TRH receptor; 0.18% of 360,000 active; AID 493084; TRHR cells, calcium flux fluo-8, FDSS agonist mode; activation, % at 2 µM; P34981; also: 0% is about no effect
# Target sequence (P34981 whole entry, looked up): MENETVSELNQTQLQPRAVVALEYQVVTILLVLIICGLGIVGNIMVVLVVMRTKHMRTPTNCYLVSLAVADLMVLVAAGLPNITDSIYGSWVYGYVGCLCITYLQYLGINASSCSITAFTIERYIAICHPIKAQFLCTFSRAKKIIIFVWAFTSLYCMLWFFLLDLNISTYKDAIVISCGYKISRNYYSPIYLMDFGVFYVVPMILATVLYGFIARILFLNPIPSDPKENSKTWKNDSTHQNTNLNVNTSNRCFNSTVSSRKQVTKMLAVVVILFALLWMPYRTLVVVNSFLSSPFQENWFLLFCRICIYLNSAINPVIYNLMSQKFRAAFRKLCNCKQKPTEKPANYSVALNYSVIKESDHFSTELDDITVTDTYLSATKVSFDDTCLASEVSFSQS
#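 In this calcium-flux screen, cells bearing human TRHR are dye-loaded with fluo-8, baselined for 10 cycles, then exposed to library compounds; positive kinetic calcium responses during the agonist phase mark hits, with TRH as control.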
# D2 antag: D2 dopamine receptor (human) antagonism | P14416 | HEK293 TREx D2 cells, calcium flux, dopamine EC80 | inhibition, % at 10 µM | 2% of 340,000 active; in the data active = inhibition above about 30%; also: 0% is about no effect
#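 Overnight-induced (tetracycline, 30 C) HEK293 T-REx cells carrying force-coupled D2 receive a no-wash calcium dye, then compound, then EC80 dopamine at 180 s; signals are read kinetically throughout.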
# TRHR enhancer: TRH receptor (human) allosteric enhancement | P34981 | TRHR cells, fluo-8 calcium fluorescence, EC20 TRH enhancement | enhancement, % at 2 µM | 0.66% of 360,000 active; in the data active = enhancement above about 30%; also: 0% is about no effect
#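 TRHR-expressing cells loaded with fluo-8 calcium dye were read kinetically (ex 480/em 530) during compound addition, then stimulated with an EC20 of TRH (10 nM final). Enhancement of the Gq-mediated intracellular calcium response was scored.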
# D1 PAM: enhances dopamine response at the human D1 receptor; 0.036% of 360,000 active; potentiation, % at 10 µM; P21728; HEK293 TREx D1 cells, calcium flux, dopamine EC20 potentiation; in the data active = potentiation above about 30%; also: 0% is about no effect
# RXFP1 antagonist: antagonists of human relaxin receptor RXFP1; Q9HBX9; HEK293-RXFP1, relaxin-stimulated cAMP HTRF, 30 min; active compounds read low; activity change, negative = inhibition, % at 57.5 µM; 0.59% of 350,000 active;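 active = activity change of -60% or lower, but not beyond a set lower limit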; also: % is scaled to controls: 0 for no effect and ±100 for the full control effect
# An asterisk follows results filed as active; x = not tested or not shown. Rule as the data show it, unless noted: active = activation above about 30%; inactive = the rest.
canonical_smiles,D2 ag,D1 antag,TRHR agonist,TRHR enhancer,RXFP1 antagonist,D2 antag,D1 PAM,D2 PAM,D1 agonist
COc1ccc(NC(=O)c2sc3ncn(CC(=O)N4CCN(c5ccccn5)CC4)c(=O)c3c2C)c(OC)c1,-1.1,11,-0.1,-1,2,-9,0,-2,3
C=CCNC(=S)Nc1cccc(NC(=S)NCC=C)c1,-1.1,-9,-0.6,-3,-4,7,0,-7,1
COc1ccc(-c2cc(=O)oc3cc(OC(C)C(=O)NC4CC4)ccc23)cc1 (stereo not drawn),-0.1,-11,-0.6,6,x,-1,4,6,5
O=C(Nc1nc(-c2cccs2)cs1)c1cccc(S(=O)(=O)N2CCCCC2)c1,-0.3,7,0.0,1,-1,-2,-4,-12,4
CSc1nsc(SCc2cnc(C)nc2N)n1,0.2,3,-0.5,-3,-3,-17,0,-9,2
Cc1ccnc(NC(=O)COc2ccc3oc4c(c3c2)CCCC4)c1,0.5,14,-0.2,-4,1,0,8,-5,3
CC(C)CCNC(=O)CN1C(=O)CSc2ccc(S(=O)(=O)N3CCCCC3)cc21,0.1,-4,-1.1,-3,-13,x,-1,1,-2
COc1cc2c(cc1OC)C(C1(O)CCCCC1)NCC2 (stereo not drawn),0.7,8,0.7,10,16,-13,-9,5,0
Cc1ccc(OCCNC(=O)c2ccc3ccccc3n2)cc1,0.3,0,-0.1,-1,0,12,3,0,3
O=C1C(Cc2ccccc2)NC(=S)N1Cc1ccccc1 (stereo not drawn),0.4,-3,0.5,0,17,4,1,5,3
Cc1c(N)cccc1-c1nc2ccccc2[nH]1,-1.0,3,0.2,4,9,-20,-5,-2,1
NS(=O)(=O)c1ccc(-c2ccc(/C=N/Nc3ccc(C(=O)O)cc3)o2)cc1,3.8,2,1.7,2,5,8,-4,-1,3
Cc1cc(C)cc(NC(=O)C(Cc2ccccc2)N2Cc3ccccc3C2=O)c1 (stereo not drawn),-0.1,5,1.5,-9,-13,x,0,-4,5
CC(=O)N1c2ccc(S(=O)(=O)NCC3CCC(C(=O)NCc4ccc(C)o4)CC3)cc2CC1C (stereo not drawn),0.1,-29,-0.2,-4,19,-19,-6,-4,1
CCN(CC(=O)Nc1c(F)cccc1F)C(=O)CCCc1cccs1,0.8,-25,-0.1,-3,6,3,0,-12,2
Cc1ccc(N2C(=O)c3ccc(C(=O)N4CCOCC4)cc3C2=O)cc1C,x,-4,0.5,12,-13,x,3,x,1
COc1ccc(S(=O)(=O)Nc2ccc(F)cc2)c(C)c1C,-0.8,-2,0.4,-3,-10,-6,-2,-8,6
COC(=O)c1cccc(NC(=O)CC2C(=O)NCCN2C(=O)Nc2ccccc2)c1 (stereo not drawn),-0.3,4,-0.6,-1,-1,10,1,11,1
COc1cccc(C(=O)N2CCN(Cc3ccccc3Br)CC2)c1,x,-19,-0.9,-3,0,x,11,x,3
CN(C)S(=O)(=O)c1cccc(NC(=S)NC(=O)C2CCCCC2)c1,-1.5,0,-1.7,-3,-8,-2,-1,-1,7
Cc1ccc(S(=O)(=O)NC2CC(=O)N(c3ccc4c(c3)OCCO4)C2)cc1 (stereo not drawn),0.0,5,0.2,3,3,9,-2,-3,2
COc1ccccc1C(O)P(=O)(OCC(C)C)c1ccc(N(C)C)cc1 (stereo not drawn),-0.1,-3,0.8,5,-5,3,1,2,0
COc1cc(/C=N/Nc2cc(C)nc(NS(=O)(=O)c3ccccc3)n2)ccc1O,-0.5,-19,-0.3,2,-11,26,-5,-2,4
COc1ccc(/C=N/Nc2ccc(C(F)(F)F)cc2[N+](=O)[O-])cc1,1.2,-4,-0.1,2,-6,7,-2,8,2
O=C(O)C1CC(=O)N(CCc2c[nH]c3ccccc23)C1 (stereo not drawn),0.5,-3,1.9,-4,-7,-19,-9,-10,1
O=C(c1ccc(OC2CCN(CCc3ccccc3)CC2)cc1)N1CCCC1,0.2,-1,0.1,5,-5,1,-5,-20,6
O=[N+]([O-])c1cccc(/C([O-])=C(/C(=S)Nc2ccccc2F)[n+]2ccccc2)c1,0.1,16,1.3,3,-24,1,2,6,-1
O=C(Nc1ccc(Cl)cc1)c1ccc2c(=O)n3c(nc2c1)CCCCC3,0.1,-59*,-0.9,-8,-28,10,-16,-5,12
O=C(Oc1ccccc1C(=O)Nc1ccccc1)c1ccccc1Br,0.7,4,0.5,-5,2,8,-3,0,3
CC(=O)Nc1nonc1-c1nnc(SCc2ccccc2Cl)n1C,-1.6,7,-2.1,7,4,x,0,11,-2

# 3 structures out of the list, sorted by number of heavy atoms, high to low:
canonical_smiles,D2 ag,D1 antag,TRHR agonist,TRHR enhancer,RXFP1 antagonist,D2 antag,D1 PAM,D2 PAM,D1 agonist
COc1ccc(NC(=O)c2sc3ncn(CC(=O)N4CCN(c5ccccn5)CC4)c(=O)c3c2C)c(OC)c1,-1.1,11,-0.1,-1,2,-9,0,-2,3
COc1ccc(/C=N/Nc2ccc(C(F)(F)F)cc2[N+](=O)[O-])cc1,1.2,-4,-0.1,2,-6,7,-2,8,2
Cc1c(N)cccc1-c1nc2ccccc2[nH]1,-1.0,3,0.2,4,9,-20,-5,-2,1

# An excerpt of these results, as labelled records:
Cc1ccc(OCCNC(=O)c2ccc3ccccc3n2)cc1
- D2 ag = 0.3
- D1 antag = 0
- TRHR agonist = -0.1
- TRHR enhancer = -1
- RXFP1 antagonist = 0
- D2 antag = 12
- D1 PAM = 3
- D2 PAM = 0
- D1 agonist = 3

COc1ccc(/C=N/Nc2ccc(C(F)(F)F)cc2[N+](=O)[O-])cc1
- D2 ag = 1.2
- D1 antag = -4
- TRHR agonist = -0.1
- TRHR enhancer = 2
- RXFP1 antagonist = -6
- D2 antag = 7
- D1 PAM = -2
- D2 PAM = 8
- D1 agonist = 2

# Later entries:
canonical_smiles,D2 ag,D1 antag,TRHR agonist,TRHR enhancer,RXFP1 antagonist,D2 antag,D1 PAM,D2 PAM,D1 agonist
CCOc1ccc(S(=O)(=O)NCCC(=O)NCC(c2ccc(OC)cc2)N2CCCC2)cc1 (stereo not drawn),-0.7,-5,-0.2,9,2,-11,2,-6,2
Cn1c(=O)[nH]c(NC2CCCCC2)c(N=O)c1=O,0.3,7,0.5,3,2,0,2,-15,1
CCN(CC(=O)NC1CC1)S(=O)(=O)c1ccc(C)cc1,-0.2,44,-0.1,-3,6,-4,-7,-2,4
COc1ccc(NS(=O)(=O)c2cc(NC(=O)CC(C)(C)C)ccc2N2CCCC2)cc1,-0.1,-12,-0.3,3,-3,9,2,-8,0
O=C(CCCc1ccccc1)NCCc1ccc(F)cc1,-0.5,4,-1.6,0,-5,6,-15,-7,0
CN(CC(=O)Nc1ccc(N2CCOCC2)cc1)C(=O)C1CCCC1,-2.7,6,-0.1,3,11,27,5,3,2
O=C(Nc1cccc2ccccc12)N1CCN(Cc2ccc3c(c2)OCO3)CC1,5.9,6,0.6,5,0,-15,-1,-4,1
COc1ccc(-n2c(C)cc(C=O)c2C)cc1Cl,-0.8,3,-1.0,0,-9,4,-2,-15,3
S=C(NCc1ccco1)N1CCN(Cc2ccco2)CC1,-0.4,10,-0.2,0,12,5,11,-3,2
CN1C(=O)c2oc3ccccc3c(=O)c2C1c1ccncc1 (stereo not drawn),0.6,3,0.2,2,-3,-18,-2,-9,3
Cc1ccc(C)c(S(=O)(=O)NCc2cccnc2)c1,0.0,8,0.1,5,-21,2,-6,8,-2
NC(=O)CS(=O)(=O)c1ccc(Cl)cc1,0.1,0,-0.1,2,6,-18,-3,0,0
COc1ccc(OC)c(CCNC(=O)c2csc3c2CCCCC3)c1,1.0,11,0.4,-2,x,x,-5,9,10
O=C(NCCc1ccc(Cl)cc1)C1CCN(S(=O)(=O)N2CCCCC2)CC1,0.0,-20,-0.3,-6,-11,11,-3,-8,2
Cc1cc(/C=N/NC(=O)c2ccccc2F)c(C)n1-c1ccccc1,-0.3,13,-0.3,-5,-5,13,-4,-10,2
CCCCN(C)CCCNC(=O)Cn1c(=O)sc2ccccc21,0.4,2,1.1,-3,-7,9,-9,-6,1
O=C(CCNC(=O)c1ccccc1Cl)NCC12CC3CC(CC(C3)C1)C2,0.1,-4,-0.5,-7,25,2,-10,-7,1
Cc1ccc(C(=O)C2=C(O)C(=O)N(Cc3cccnc3)C2c2cccc([N+](=O)[O-])c2)o1 (stereo not drawn),-0.1,4,1.5,-1,-7,-4,0,7,2
Cc1cccc(Nc2nc(N)c([N+](=O)[O-])c(NCc3ccco3)n2)c1,-1.6,3,-1.0,3,19,0,-2,5,2
O=C(Cn1cc(C(=O)c2ccco2)c2ccccc21)NC1CCCCC1,-0.2,-19,0.1,-1,-4,-10,0,7,6
COc1ccc(NC(=S)NCc2cccn2C)cc1,-0.1,-3,-0.1,-5,5,3,-3,0,4
C=CCNC(=O)COc1coc(CN2CCN(C(=O)c3ccco3)CC2)cc1=O,-0.7,5,0.2,-4,4,15,-7,7,2
COc1ccc(N2CCN(c3cc(C)c4cccc(C)c4n3)CC2)cc1,0.0,-13,0.4,22,-7,2,-9,10,1
COC(=O)CN1C(=S)N(c2ccc(OC)cc2)C(=O)/C1=C/c1ccc(N2CCOCC2)cc1,18,x,10,-3,-5,-6,-4,13,33*
CC(C(=O)N1CCCc2c1c(=O)oc1ccc(O)cc21)N1CCc2ccccc2C1 (stereo not drawn),1.5,13,1.5,4,-17,-17,2,1,2
CS(=O)(=O)c1ccc(C(=O)NCc2ccc(F)cc2)cc1,0.1,12,-0.3,60*,-9,-8,-3,-5,1
Cc1cccc(C(=O)OCN2C(=O)c3ccccc3C2=O)c1[N+](=O)[O-],1.2,4,1.4,3,1,-2,-2,-10,4
COc1ccccc1CNC(=O)[C@H](C)NC(=O)C1CCN(C(=O)[C@@H](N)Cc2ccccc2)CC1,0.3,7,0.1,0,x,-6,-1,0,1
CC(C)(C)OC(=O)N1CCC(c2c(C(=O)NC3CCN(Cc4ccccc4)CC3)cnn2-c2cccc(F)c2)CC1,1.3,-2,0.5,24,-9,x,-2,3,7
CCOC(=O)c1cc(-c2ccccc2)nc2c1c(C)nn2-c1ccccn1,-0.8,-8,-0.9,1,-13,-7,-5,-2,3
O=C(O)/C=C/C(=O)NCCc1cccc(Cl)c1,8.6,-1,0.9,3,-1,18,3,4,2
CC1O[C@@H](O[C@H](C)CC/C=C/C(=O)O)C(O)C[C@H]1O (stereo partly drawn),0.2,-3,0.4,-2,x,-10,-5,-6,1
O=C(CN1C(=O)COc2ccc(S(=O)(=O)N3CCCCCC3)cc21)N1CCN(c2ccc(F)cc2)CC1,0.2,14,-1.6,1,x,x,2,-19,0
Cc1cc(Oc2ccc([N+](=O)[O-])cc2)nc(N2CCOCC2)n1,0.1,-10,-0.6,-9,-21,-19,3,-19,0
O=C(CSc1nnnn1-c1ccccc1)c1ccco1,1.3,-2,0.7,-2,-1,11,-6,-1,2
Cc1c(CN2CCCC(C(=O)c3cccc(OC(C)C)c3)C2)c(=O)n(-c2ccccc2)n1C (stereo not drawn),0.2,-9,-0.1,2,-12,0,-2,-8,0

# Screens from PubChem BioAssay.
